# SW480 rerep = A quantitative high throughput screen for small molecules that induce DNA re-replication in SW480 colon adenocarcinoma cells; AID 624297, 2012; Potency, µM (highest dose often 46.1 µM), for the others: top-dose re-replication activation, actives largely listed as activators; hit rate 1.8% among 340,000; SW480 DNA re-replication, Hoechst DNA content imaging, 48 h; also: potency is read from the fitted curve at half-maximal effect; % of control where 0% means no effect; nearly all actives have a fitted effect of over 55% in size
#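 First, 250 cells per well were seeded. Next, compound or vehicle (23 nL) was pinned in, plates sat 48 hr at 37 C. Finally Hoechst was added for 40 min before fluorescence scanning.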
# HT1080 IDH1KD tx = qHTS for induction of synthetic lethality in tumor cells producing 2HG: qHTS for the HT-1080-IDH1KD cell line; AID 686971, 2013; HT-1080 IDH1 knockdown viability, ATP luminescence, 48 h; hit rate 2% among 360,000; Potency, µM (titrated, usually from 46.1 µM), for the others: at the top dose activity, negative = toxicity, most hits filed as cytotoxic;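 also: potency is read from the fitted curve at half-maximal effect; 0% = DMSO wells and -100% = cell-free medium wells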
#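 Using the IDH1-knockdown HT-1080 line run in the same batch and compound series as the NT line, viability after 48 h at 37 °C was determined by CellTiter-Glo luminescence and expressed as % activity.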
# HT1080NT lethal = qHTS for induction of synthetic lethality in tumor cells producing 2HG: qHTS for the HT-1080-NT fibrosarcoma cell line | Potency, µM (series often up to 46.1 µM), for the others: at the top dose activity, negative = less viability, most hits filed as cytotoxic | HT-1080-NT fibrosarcoma viability, CellTiter-Glo ATP luminescence, 48 h | hit rate 1.6% among 360,000;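 also: NT is the 2HG producing partner of a matched IDH1 knockdown line; potency is read from the fitted curve at half-maximal effect; 0% = DMSO-treated cells and -100% = media-only wells without cells; nearly all actives have a fitted effect of over 55% in size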
#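 HT-1080-NT fibrosarcoma cells (2HG-overproducing), 750 cells/well in RPMI with 5% FBS, dosed after 2 h and incubated 48 h at 37C. CellTiter-Glo luminescence normalized to DMSO and no-cell wells; concentration-response curves fitted and classed.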
# WRN helicase inh = qHTS for Inhibitors of WRN Helicase; Bifunctional 3'-5' exonuclease/ATP-dependent helicase WRN (Homo sapiens), Q14191; WRN helicase unwinding, fluorescent forked duplex, kinetic; Potency, µM (doses to about 114 µM), inactives show at the top dose activity change, negative = inhibition, actives largely listed as inhibitors; hit rate 0.46% among 360,000; AID 651768, 2012; also: potency is read from the fitted curve at half-maximal effect; % is scaled to controls: 0 for no effect and ±100 for the full control effect; nearly all actives have a fitted effect of over 55% in size
# Target sequence (Q14191 whole entry, looked up): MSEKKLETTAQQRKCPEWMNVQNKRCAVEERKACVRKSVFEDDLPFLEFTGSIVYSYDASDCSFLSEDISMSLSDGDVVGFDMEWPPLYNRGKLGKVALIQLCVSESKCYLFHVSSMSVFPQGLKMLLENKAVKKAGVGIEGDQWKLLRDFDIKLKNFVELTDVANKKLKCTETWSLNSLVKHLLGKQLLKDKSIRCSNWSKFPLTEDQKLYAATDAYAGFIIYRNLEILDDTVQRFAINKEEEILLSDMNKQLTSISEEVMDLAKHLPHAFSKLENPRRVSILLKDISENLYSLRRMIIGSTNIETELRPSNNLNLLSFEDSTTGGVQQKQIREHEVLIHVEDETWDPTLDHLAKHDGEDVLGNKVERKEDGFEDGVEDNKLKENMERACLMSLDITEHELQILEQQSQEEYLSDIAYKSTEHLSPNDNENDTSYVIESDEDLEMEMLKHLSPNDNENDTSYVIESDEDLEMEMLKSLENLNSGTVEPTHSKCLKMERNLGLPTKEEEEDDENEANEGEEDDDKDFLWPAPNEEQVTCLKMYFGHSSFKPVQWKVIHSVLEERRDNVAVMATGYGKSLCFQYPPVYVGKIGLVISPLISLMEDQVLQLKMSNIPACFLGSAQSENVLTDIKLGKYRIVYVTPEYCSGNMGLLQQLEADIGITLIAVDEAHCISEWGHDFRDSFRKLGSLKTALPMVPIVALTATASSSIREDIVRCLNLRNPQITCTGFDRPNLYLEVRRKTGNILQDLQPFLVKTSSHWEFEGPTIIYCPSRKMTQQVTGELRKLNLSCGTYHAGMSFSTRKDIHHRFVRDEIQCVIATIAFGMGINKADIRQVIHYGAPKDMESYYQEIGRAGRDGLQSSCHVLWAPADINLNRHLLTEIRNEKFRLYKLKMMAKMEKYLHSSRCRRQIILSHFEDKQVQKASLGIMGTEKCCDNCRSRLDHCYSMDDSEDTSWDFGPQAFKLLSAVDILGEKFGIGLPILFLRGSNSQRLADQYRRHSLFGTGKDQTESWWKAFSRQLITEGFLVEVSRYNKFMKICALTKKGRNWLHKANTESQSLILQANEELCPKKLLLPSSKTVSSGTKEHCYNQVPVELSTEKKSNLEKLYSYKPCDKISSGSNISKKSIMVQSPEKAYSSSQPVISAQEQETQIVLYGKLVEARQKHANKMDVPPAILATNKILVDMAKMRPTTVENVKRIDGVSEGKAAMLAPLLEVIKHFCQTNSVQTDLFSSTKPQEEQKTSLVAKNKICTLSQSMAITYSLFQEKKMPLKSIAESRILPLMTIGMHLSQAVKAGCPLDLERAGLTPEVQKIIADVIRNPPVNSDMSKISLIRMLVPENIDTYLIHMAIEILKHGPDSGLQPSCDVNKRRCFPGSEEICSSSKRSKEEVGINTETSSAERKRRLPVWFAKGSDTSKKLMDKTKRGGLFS
#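 Kinetic red-fluorescence monitoring (525/598 nm) tracks WRN helicase activity after 100 nM fluorophore-quencher forked duplex and 2 mM ATP are added to 20 nM enzyme pretreated 15 min at room temperature with compound.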
# MCF10A rereplic = A quantitative high throughput screen for small molecules that induce DNA re-replication in MCF 10a normal breast cells; hit rate 2.9% among 350,000; Potency, µM (highest dose often 46.1 µM), for the others: at the highest dose activity, positive = re-replication, hits mostly activators; MCF 10A DNA re-replication, Hoechst nuclear intensity, 48 h; also: potency is read from the fitted curve at half-maximal effect; % of control where 0% means no effect; nearly all actives have a fitted effect of over 50% in size
# KB-V1 cytotox = qHTS assay for MDR1-selective chemotherapeutics: Primary screen using the drug-selected MDR subline cells KB-V1. KB-V1 MDR cells viability, CellTiter-Glo, 72 h. Potency, µM (titrated, usually from 46.1 µM), inactives show at the highest dose activity change, negative = cytotoxicity, usual class: cytotoxic. hit rate 3.4% among 400,000. AID 1347076, 2019; also: potency is read from the fitted curve at half-maximal effect; % is scaled to controls: 0 for no effect and ±100 for the full control effect; nearly all actives have a fitted effect of over 60% in size
#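 Drug-selected KB-V1 cells, grown in DMEM lacking phenol red with 10% FBS, receive compound titrations; after three days at 37 degrees C, surviving cell ATP is quantified by CellTiter-Glo luminescence and responses normalized and curve-fitted.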
# ATXN2 expr inh = Primary qHTS for Inhibitors of ATXN expression. HEK-293 ATXN2-luciferase reporter, luminescence, 24 h. Potency, µM (top dose mostly 57 µM), for inactives: top-dose activity change, negative = inhibition, actives largely listed as inhibitors. hit rate 0.72% among 360,000. AID 1745845, 2022; also: potency is read from the fitted curve at half-maximal effect; % is scaled to controls: 0 for no effect and ±100 for the full control effect; nearly all actives have a fitted effect of over 55% in size
#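 ATXN2-luciferase reporter cells (luciferase flanked by upstream and downstream ATXN2 gene portions) were treated 24 h at 37 °C with compounds at up to 57 uM. SteadyGlo luminescence gave expression; GF-AFC fluorescence gave viability.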
# KB-3-1 tox = qHTS assay for MDR1-selective chemotherapeutics: Primary screen using the parental adenocarcinoma cell KB-3-1; hit rate 1.4% among 400,000; AID 1347075, 2019; Potency, µM (titrated, usually from 46.1 µM), without a hit: at the top dose activity change, negative = cytotoxic, hits mostly cytotoxic; KB-3-1 viability, CellTiter-Glo ATP luminescence, 72 h; also: potency is read from the fitted curve at half-maximal effect; % is scaled to controls: 0 for no effect and ±100 for the full control effect; nearly all actives have a fitted effect of over 60% in size
#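 Luminescent ATP read-out (CellTiter-Glo) measures survival of drug-naive KB-3-1 cells after 72 h compound exposure at 37 °C. Titration series was screened from lowest to highest concentration, with DMSO vehicle plates as background controls.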
# IL-1B inflam inh = qHTS for Inhibitors of Inflammasome Signaling: IL-1-beta AlphaLISA Primary Screen. hit rate 4.7% among 360,000. THP-1 LPS/ATP IL-1B secretion, AlphaLISA, 16 h; active compounds read low. activity change, % at 57.5 µM; in the data active = activity change below about -50%; inconclusive = mostly about -30% to -49%; also: % is scaled to controls: 0 for no effect and ±100 for the full control effect
#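 Secreted IL-1B measured by AlphaLISA bead assay after 16 h compound exposure of THP-1 cells; compounds (final up to 57.5 uM) added 1 h before LPS (250 ng/mL) and ATP (1.25 mM) stimulation; lower signal means less secretion.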
# An asterisk follows results filed as active; ? = inconclusive; nt = not tested or not shown; [ ] = another dose, or the depositor's remark. Unless noted, calls follow the shape of the dose curve; as a rule, active = well fitted curve in the direction sought with a large enough effect; inconclusive = small, poorly fitted or top-dose-only effect, or another doubt; inactive = no such curve, though single readings can be large; an effect the other way counts as inactive or inconclusive.
SMILES,SW480 rerep,HT1080 IDH1KD tx,HT1080NT lethal,WRN helicase inh,MCF10A rereplic,KB-V1 cytotox,ATXN2 expr inh,KB-3-1 tox,IL-1B inflam inh
CC(C)(C)C(=O)COC(=O)c1cccc(NC(=O)c2ccco2)c1,?,8.3%,0.4%,8.3%,-179.5%[0.0737 µM],-12.5%,1.1%,-6.9%,-16.8
O=C(CCc1nc2ccccc2c(=O)[nH]1)N1CCN(C/C=C/c2ccccc2)CC1,1.3%,-18.0%,-1.6%,-4.2%,20.1%,0.0%,-19.5%,-4.7%,23.4
CCOC(=O)C1=NNC(C(=O)c2ccc(Cl)cc2)C1c1ccccc1 (stereo not drawn),-2.0%,7.1%,5.1%,-34.3%[57.1 µM],?,?,-3.7%,0.0%,-6.9
CCCCn1nc2cc(C(=O)NC3CCc4ccccc43)ccc2c1OCC (stereo not drawn),-27.5%[9.22 µM],2.6%,0.9%,3.0%,?,5.2%,-21.3%,20.1%,-15.0
CCCCOc1nc(N2CCOCC2)nc(C)c1[N+](=O)[O-],-4.2%,-17.2%,-0.4%,4.1%,12.3%,-4.5%,-14.0%,11.3%,-5.6
CCCCCNC(=O)C1CCC(Cn2c(=S)[nH]c3ccccc3c2=O)CC1 (stereo not drawn),-18.9%,5.3%,-0.3%,1.3%,8.9%,-8.3%,-1.4%[11.3 µM],-7.0%,4.9
O=C1COc2ccc(C(=O)COC(=O)CCSc3ccccc3)cc2N1,-32.4%[inhibitor],8.3%,-5.2%,-0.2%,0.8%,4.4%,nt,-14.8%,62.1
O=C(CC1C(=O)Nc2ccccc2N1CC(=O)N1CCCC1)Nc1ccc(Br)cc1 (stereo not drawn),?,-2.7%,-6.3%,2.5%,?,0.0%,0.1%,-0.8%,0.0
NC(=O)Oc1cccc(OC(N)=O)c1,-0.5%,0.5%,2.6%,-4.1%,-0.5%,-1.3%,nt,1.9%,-8.2
O=C1OC(Nc2nc3ccccc3s2)c2ccccc21 (stereo not drawn),7.4%[9.22 µM],5.9%,12.5%,3.7%,1.7%,13.3%,9.1%,-3.8%,6.6
Cc1cc(C)cc(N(CC(=O)Nc2ccc(-c3nc4ccc(C)cc4s3)cc2)S(C)(=O)=O)c1,6.9%,?,?,-15.6%,?,?,41.4%[activator],3.6%,-20.1
Cc1cc(F)ccc1S(=O)(=O)Nc1ccccc1C(=O)Nc1ncn[nH]1,-0.9%,-4.4%,-0.7%,-11.2%,22.0%,?,2.4%,-15.6%,14.9

# Reprinted at random: four records from the list.
SMILES,SW480 rerep,HT1080 IDH1KD tx,HT1080NT lethal,WRN helicase inh,MCF10A rereplic,KB-V1 cytotox,ATXN2 expr inh,KB-3-1 tox,IL-1B inflam inh
O=C(CCc1nc2ccccc2c(=O)[nH]1)N1CCN(C/C=C/c2ccccc2)CC1,1.3%,-18.0%,-1.6%,-4.2%,20.1%,0.0%,-19.5%,-4.7%,23.4
Cc1cc(C)cc(N(CC(=O)Nc2ccc(-c3nc4ccc(C)cc4s3)cc2)S(C)(=O)=O)c1,6.9%,?,?,-15.6%,?,?,41.4%[activator],3.6%,-20.1
CCOC(=O)C1=NNC(C(=O)c2ccc(Cl)cc2)C1c1ccccc1 (stereo not drawn),-2.0%,7.1%,5.1%,-34.3%[57.1 µM],?,?,-3.7%,0.0%,-6.9
NC(=O)Oc1cccc(OC(N)=O)c1,-0.5%,0.5%,2.6%,-4.1%,-0.5%,-1.3%,nt,1.9%,-8.2

# (more compounds)
SMILES,SW480 rerep,HT1080 IDH1KD tx,HT1080NT lethal,WRN helicase inh,MCF10A rereplic,KB-V1 cytotox,ATXN2 expr inh,KB-3-1 tox,IL-1B inflam inh
COc1cc(C2=CN(Cc3ccccc3)CCC2=O)cc(OC)c1OC,2.9%,11.9%,15.3%,2.3%,0.1%,?,-0.4%,?,-1.1
COC(=O)C(Cc1c[nH]c2ccccc12)NC(=O)C(=O)c1c[nH]c2ccccc12 (stereo not drawn),-2.2%,-8.5%,-2.4%,-3.0%,?,8.4%,-10.3%,-4.0%,15.7
Cn1c(SCC(=O)NCC2CCCO2)nnc1-c1cccc(NC(=O)c2ccccc2F)c1 (stereo not drawn),-0.1%,-1.9%,6.0%,-15.5%,5.7%,8.7%,-17.4%,11.7%,28.1
CN1CCN(C(=O)c2ccc3c(=O)n(Cc4ccco4)c(=S)[nH]c3c2)CC1,-5.3%,16.6%,12.1%,-1.8%,20.3%,0.9%,0.6%,6.8%,27.7
Cc1cc(C[n+]2ncsc2N)c2ncccc2c1,3.8%,-28.9%,-19.0%,-1.3%,13.7%,-3.4%,?,-5.2%,-12.4
O=C(Nc1cc([N+](=O)[O-])ccc1O)c1cccc(C(=O)Nc2cc([N+](=O)[O-])ccc2O)c1,-0.9%,0.3%,0.0%,-19.9%[11.6 µM],-6.5%,3.7%,nt,-0.2%,3.4
CC1(c2ccccc2)NC(=O)N(CC(=O)N(c2ccccc2)C2CCS(=O)(=O)C2)C1=O (stereo not drawn),-4.2%,5.0%,6.4%,-10.8%,0.6%,?,-4.6%,2.7%,8.0
O=C(c1ccc2c(c1)OCCO2)N1CCCC(CNS(=O)(=O)c2cccs2)C1 (stereo not drawn),-2.6%,8.0%,15.1%,4.1%,15.9%,0.0%,?,8.0%,5.4
Cc1cc(C)cc(COn2ccnc2)c1,-1.6%,12.8%,0.6%,1.2%,-8.8%,3.9%,0.3%,2.8%,-0.3
CCOCCC(=O)Nc1ccc2c(c1)c(=O)n(C)n2CC=C(C)C,nt,?,?,-6.9%,nt,0.0%,-3.7%,3.66µM*,-13.3
COc1cc(NC(=O)c2ccc(C)cc2C)ccc1NC(=O)c1cc2ccccc2o1,?,3.0%,3.6%,7.9%,9.2µM*,-15.9%,23.2%,?,-7.0
CC[n+]1ccc(C)c2cc(S(=O)C(F)(F)F)ccc21 (stereo not drawn),6.4%,?,3.4%,1.2%,2.2%,0.3%,-2.5%,?,8.9
Cc1cc(NC(=O)CSCC(=O)N(C)Cc2ccc(Cl)c(Cl)c2)no1,-5.5%,-7.5%,-5.1%,7.9%,-17.8%,-12.7%,-16.8%,-6.5%,-3.9
COc1cc(/C=C(/C#N)C(=O)Nc2cc(C(F)(F)F)ccc2Cl)ccc1OCC(=O)Nc1cccc(C(F)(F)F)c1,-12.1%,-1.5%,-4.4%,-6.8%,?,-12.8%,-6.9%,-13.6%,4.5
Cc1cccc(C)c1Nc1nnc(SCC(=O)NCc2ccco2)s1,-7.4%,10.3%,15.4%,4.8%,-3.9%,6.2%,0.7%,1.1%,21.1
CCc1c(C2CC2)ncn1Cc1cccc(-c2ccccc2)c1,nt,16.4µM*,20.6µM*,-5.3%,nt,-12.1%,nt,14.6µM*,-59.8*
COc1ccc(C2=NN(C(=O)CCC(=O)O)C(c3ccc([N+](=O)[O-])cc3)C2)cc1 (stereo not drawn),-0.6%[9.22 µM],7.9%,6.5%,-14.5%,-15.9%,?,1.2%,-1.4%,-6.0
CC(C(=O)O)N1C(=O)c2cccc3cccc1c23 (stereo not drawn),-1.5%,-2.7%,-0.4%,15.7%,-3.6%,3.3%,-2.9%,9.0%,18.3
C[C@@H]1C=C(C(=O)NCc2ccccc2)O[C@H](OCc2ccc(CO)cc2)C1,1.7%,6.5%,2.3%,-7.9%,3.4%,-4.7%,0.4%,-3.5%,6.6
Cc1ccc(S(=O)(=O)NC2CCCCCCC2)cc1,6.0%,-13.9%,-19.8%,9.9%,-0.3%,-16.1%,-16.4%,-3.2%,21.1
CCOc1ccc(-n2cccc2C=O)cc1,0.4%,18.7%,13.5%,-19.5%,-2.4%,12.0%,4.2%,2.3%,10.8
COc1ccccc1N(C)S(=O)(=O)c1ccc(C(=O)OCC(=O)NCCC2=CCCCC2)cc1,-3.1%,10.6%,1.0%,-6.2%,-0.4%,16.2%,46.6%[activator],11.7%,45.8
COc1ccccc1CNC(=O)CCNC(=O)Cn1cnc2ccccc2c1=O,-0.4%,2.9%,7.8%,2.9%[57.1 µM],2.6%,0.0%,1.9%,-1.7%,33.1
CN1C(=O)C(CC(=O)Nc2ccc(F)cc2)N(NC(=O)c2cccc(F)c2)C1=S (stereo not drawn),-4.7%,8.2%,7.2%,-24.0%,2.6%,18.3%,-0.3%,5.8%,0.7
O=C(CN1CCOc2ccccc21)NCc1ccco1,0.8%,-1.0%,9.9%,4.3%,1.6%,-4.6%,2.4%,7.7%,8.9
CCOc1ccc2nc(NC(=O)CS(=O)(=O)c3ccc(C)cc3)sc2c1,6.8%,-6.2%,-2.1%,-10.8%,?,-13.2%,5.7%,-4.9%,17.0
CCOc1ncccc1C(=O)OCC(=O)Nc1ccc(S(=O)(=O)N2CCCC2)cc1,6.1%,-8.2%,-3.7%,4.5%,8.4%,4.9%,-1.5%,10.4%,3.9
COc1ccc(N(CC(=O)NC2CCCC2)C(=O)c2ccc(N3CCCCC3)nc2)cc1,-6.4%,15.7%,0.2%,-6.6%,1.9%,-3.1%,1.2%,1.3%,33.4

# Screening data (PubChem)
